Compound activity deposited in PubChem by several laboratories.
G6PDH CS = L. mesenteroides G6PDH inhibition counter-screen; Purified L. mesenteroides G6PDH, diaphorase/resazurin coupled fluorescence, 45 min; inhibition, % at 5 µM; 200,000 tested, 0.12% active; in the data active means inhibition above about 50%
PMI act hi M6P = activators of human phosphomannose isomerase at near-saturating mannose 6-phosphate. P34949. 190,000 tested, 0.34% active. coupled PMI enzyme assay, resazurin fluorescence, 20 min; hits give high values; 1 = untreated enzyme, 0 = substrate-free blank. activation factor at 20 µM;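 active means activation factor of 2 or more at 20 µM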
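assay system = human phosphomannose isomerase with PGI, G6PDH, diaphorase coupling enzymes | quantity = 15 ng/mL PMI | incubation = enzyme reaction with compound 20 min at room temperature | medium = HEPES pH 7.4 buffer with MgCl2 and Tween-20 | compound dosing = one concentration, 20 µM, in 1% DMSO | measured by = Diaphorase-driven resazurin-to-resorufin fluorescence, excitation 544, emission 590 nm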
TNAP inh no acc = blocks human TNAP activity with no phosphate acceptor present. P05186. purified TNAP, CDP-star luminescence, 30 min. inhibition, % at 20 µM. 200,000 tested, 0.26% active. AID 1012;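 active means tissue-nonspecific alkaline phosphatase inhibition above about 50% at 20 µM in the single-dose screen, limit read from the data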;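 further: 0% = DMSO negative control and 100% = EDTA positive control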
Target sequence (P05186 whole entry, looked up): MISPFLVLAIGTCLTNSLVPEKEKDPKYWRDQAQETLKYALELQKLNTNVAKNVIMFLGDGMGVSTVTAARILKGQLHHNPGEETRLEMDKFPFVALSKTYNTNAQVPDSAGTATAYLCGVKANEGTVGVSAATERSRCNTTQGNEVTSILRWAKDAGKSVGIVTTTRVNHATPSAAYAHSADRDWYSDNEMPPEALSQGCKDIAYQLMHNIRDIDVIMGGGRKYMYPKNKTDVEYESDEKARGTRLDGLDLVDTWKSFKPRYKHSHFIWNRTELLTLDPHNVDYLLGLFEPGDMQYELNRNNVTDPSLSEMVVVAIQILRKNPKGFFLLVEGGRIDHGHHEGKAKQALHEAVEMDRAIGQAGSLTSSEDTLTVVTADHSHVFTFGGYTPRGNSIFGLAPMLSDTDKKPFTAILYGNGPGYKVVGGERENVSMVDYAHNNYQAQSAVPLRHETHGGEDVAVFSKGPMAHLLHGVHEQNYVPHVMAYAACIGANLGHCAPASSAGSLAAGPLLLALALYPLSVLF
Diaph inh CS = diaphorase inhibition or chemical oxidation counter-screen | diaphorase resazurin-to-resorufin fluorescence, NADH, 16 min; bacterial (C. kluyveri) enzyme, not human | inhibition, % at 20 µM | 190,000 tested, 0.69% active;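 active means primary screen inhibition at 20 µM above a set limit, cut at about 50% in these data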;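 further: plate controls were DMSO with full reaction for no effect and wells lacking NADH for full effect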
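controls = No-NADH positive control and DMSO neutral control | system = Clostridium kluyveri diaphorase enzyme | timing = reaction incubation of 16 min at room temperature | signal = resorufin fluorescence 544/590 nm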
Diaph act CS = activates diaphorase or chemically reduces, flagging diaphorase assay artifacts. Diaphorase/resazurin coupled assay, resorufin fluorescence, 16 min; hits give high values; 1 = vehicle wells, 0 = NADH-free wells. activation factor at 20 µM. 190,000 tested, 0.005% active. AID 1229;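 active means diaphorase activity raised at least twofold by the compound at 20 µM; inactive means activation factor below 2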
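Material: bacterial diaphorase enzyme (C. kluyveri); amount: enzyme 0.07 U/mL final; reagent: NADH substrate 0.114 mM plus resazurin dye 0.1 mM, final; doses: single compound dose of 20 µM, 1% DMSO final; timing: 16 min enzyme reaction, ambient temperature; measured by: fluorescence of resorufin, 544 nm excitation, 590 nm emission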
FLuc act counter = affects firefly luciferase, flagging false hits in luciferase stimulation screens. P08659. ATPlite luciferase biochemical, luminescence, 10 min; 0 = ATP-free wells, 1 = DMSO control. activation factor at 10 µM. 200,000 tested, under 10 active. AID 1027;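 active means luciferase activation factor, scaled between plate controls, of at least 2 with compound at 10 µM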
Target sequence (P08659 whole entry, looked up): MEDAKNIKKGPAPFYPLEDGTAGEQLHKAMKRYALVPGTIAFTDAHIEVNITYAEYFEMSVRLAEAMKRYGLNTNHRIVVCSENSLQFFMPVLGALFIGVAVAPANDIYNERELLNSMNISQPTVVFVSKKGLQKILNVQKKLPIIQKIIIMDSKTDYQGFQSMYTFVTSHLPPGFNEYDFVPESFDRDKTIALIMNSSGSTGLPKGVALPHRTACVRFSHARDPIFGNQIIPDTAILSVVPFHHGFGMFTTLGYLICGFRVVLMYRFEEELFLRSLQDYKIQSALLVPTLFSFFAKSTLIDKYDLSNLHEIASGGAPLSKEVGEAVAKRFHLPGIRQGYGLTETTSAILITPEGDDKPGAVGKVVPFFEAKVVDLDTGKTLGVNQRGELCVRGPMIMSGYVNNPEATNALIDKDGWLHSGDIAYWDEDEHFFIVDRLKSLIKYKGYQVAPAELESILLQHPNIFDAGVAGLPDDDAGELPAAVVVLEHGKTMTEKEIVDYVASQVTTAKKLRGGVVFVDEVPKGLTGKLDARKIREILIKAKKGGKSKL
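Material: Luciferase/luciferin reagent mix; Doses: test compounds dosed from 2 mM stocks in 100% DMSO; Schedule: 10 min incubation after luciferase reagent addition, room temperature; Measured by: luminescence from luciferase reaction; Read-out: luminescence gain marking luciferase activators.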
HMGR II inh = E. faecalis class II HMG-CoA reductase inhibition | purified E. faecalis HMGR, NADPH absorbance 340 nm kinetic | inhibition, % at 10 µM | 190,000 tested, 0.41% active;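 active means inhibition above a set limit, the median over all tested compounds plus 3 SD, cut at about 9.5% in these data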;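 further: enzyme runs in reverse so mevalonate oxidation gives rising NADPH absorbance; 0% = complete reaction with DMSO and 100% = background rate lacking mevalonate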
PMI act = activators of human phosphomannose isomerase; activation factor at 20 µM; 190,000 tested, 0.005% active; P34949; purified human PMI, coupled resazurin fluorescence, 20 min; hits give high values; 1 = vehicle control, 0 substrate-free wells;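 active means activation factor of 2 or more at 20 µM, relative to plate controls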
TNAP inh hiacc = TNAP (human) inhibition, high acceptor. 200,000 tested, 0.03% active. P05186. purified TNAP, CDP-star luminescence, 1 M DEA. inhibition, % at 20 µM;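 active means over 50% inhibition of tissue-nonspecific alkaline phosphatase at 20 µM in the single-dose screen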;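 further: plate controls were DMSO wells for no effect and EDTA-quenched wells as full inhibition for full effect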
TNAP act hiacc = TNAP (human) activation, high acceptor | purified TNAP, CDP-star luminescence, 1 M DEA, 30 min; hits give high values; 0 = EDTA background, 1 = DMSO-only activity | activation factor at 20 µM | 200,000 tested, under 10 active | P05186;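 active means activation factor at least 2 at 20 µM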
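Assay system: human TNAP; Input: enzyme diluted 1/800 final; Reagent: CDP-star luminogenic substrate at 100 µM final; Timing: 30 min, room temperature; Signal: luminescence; Evaluation: TNAP activation factor scaled between EDTA and DMSO control wells.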
The depositor's hits bear a star; x = not tested or not shown; & = joins results of further samples.

SMILES	G6PDH CS	PMI act hi M6P	TNAP inh no acc	Diaph inh CS	Diaph act CS	FLuc act counter	HMGR II inh	PMI act	TNAP inh hiacc	TNAP act hiacc
Cc1cc(C)c(S(=O)(=O)N2CCCC2=O)c(C)c1	10	0.9	-6	19	0.8	1	0	0.9	-3	1
Cn1c(SCC(=O)NC(C)(C)C)nnc1-c1ccc(C(C)(C)C)cc1	16	1.1	4	2	1	1.1	-7	1.1	-4	1
Cc1nc2sc(C(c3cccc(F)c3)N3CCCC(C)C3)c(O)n2n1 (stereo unspecified)	3	1	-6	6	0.9	1	0	1	-5	1
COc1ccc(C(=O)NCCn2cc(SCC(=O)NCc3ccco3)c3ccccc32)cc1	-1	0.9	-16	8	0.9	0.9	-5	0.9	-1	1
CN1CCN(CC(=O)Nc2ccc(Oc3ccccc3)cc2)CC1	12	0.9	-6	14	0.9	0.9	1	0.8	1	1
NC(=O)N/N=C/c1ccc(-c2cccc(C(F)(F)F)c2)o1	1	0.9	-6	10	0.9	1	-2	1	1	1
COc1ccc(C2C(C(C)=O)=C(O)C(=O)N2CCN(C)C)cc1OC (stereo unspecified)	14	1	-5	16	0.8	1.1	x	1.1	-9	1.1
CCn1ncc(Br)c1C(=O)Nc1ccn(C23CC4CC(CC(C4)C2)C3)n1	-3	1	-6	12	0.9	1	-3	1	-3	1
CCOC(=O)C(C)/C(C)=N/NC(=O)CCC(=O)Nc1cc(C)ccc1C (stereo unspecified)	0	1	33	6	0.9	1	-5	0.9	-1	1
Cc1cc(NC(=O)C2CC(c3ccc(Cl)cc3)=NO2)no1 (stereo unspecified)	1	1	-12	16	0.8	1	-1	1	-5	1.1
COCCn1c(=O)[nH]c2cc(C(=O)NC(C)C)ccc2c1=O	9	0.9	-3	6	0.9	1	-9	0.9	1	1
CC(CNc1ccc([N+](=O)[O-])cc1)NC(=O)c1ccccc1Br (stereo unspecified)	-24	1	-5	15	0.9	1.1	-3	0.9	3	1
COC(=O)C1=C(C)N(c2cccc(C)c2)C(=O)/C1=C\c1cccs1	5	1	1	2	1	1.1	-4	1	5	0.9
Cn1cccc1C(=O)OCC(=O)N1c2ccccc2NC(=O)C1(C)C	3	0.9	-1	6	0.9	1	-2	1	-3	1
O=C(Nc1cnn(Cc2ccc(F)cc2)c1)c1cc2nc(-c3ccco3)cc(C(F)(F)F)n2n1	0	1	-11	19	0.8	1.1	-1	1	-6	1.1
O=C(Nc1nnc(Cc2ccc(Cl)cc2)s1)c1cccnc1	8	1	-8	-12	1.1	0.9	-3	1	-2	1
CCOc1cccc(OCCOc2ccccc2[N+](=O)[O-])c1	1	1.1	-9	12	0.9	1	x	1	0	1
CC(NC(=O)CSc1nnc(-c2cc3cc(Cl)ccc3o2)n1C)c1ccccc1 (stereo unspecified)	4	1	-10	3	1	0.9	-1	0.9	-3	1
Nn1cc(-c2ccccc2)nc1SCC(=O)N1CCN(S(=O)(=O)c2ccc3ccccc3c2)CC1	-2	1	-3	26	0.7	1	1	0.9	0	1
CCCCn1c(SCC(=O)Nc2cc(C(F)(F)F)ccc2Cl)nnc1C(CC)N(C)C (stereo unspecified)	1	1	-2	10	0.9	1	4	1	2	1

Random excerpt: 2 compounds from above
SMILES	G6PDH CS	PMI act hi M6P	TNAP inh no acc	Diaph inh CS	Diaph act CS	FLuc act counter	HMGR II inh	PMI act	TNAP inh hiacc	TNAP act hiacc
NC(=O)N/N=C/c1ccc(-c2cccc(C(F)(F)F)c2)o1	1	0.9	-6	10	0.9	1	-2	1	1	1
Nn1cc(-c2ccccc2)nc1SCC(=O)N1CCN(S(=O)(=O)c2ccc3ccccc3c2)CC1	-2	1	-3	26	0.7	1	1	0.9	0	1

Sorted by molecular weight (low to high): 5 of the compounds above.
SMILES	G6PDH CS	PMI act hi M6P	TNAP inh no acc	Diaph inh CS	Diaph act CS	FLuc act counter	HMGR II inh	PMI act	TNAP inh hiacc	TNAP act hiacc
COCCn1c(=O)[nH]c2cc(C(=O)NC(C)C)ccc2c1=O	9	0.9	-3	6	0.9	1	-9	0.9	1	1
COc1ccc(C2C(C(C)=O)=C(O)C(=O)N2CCN(C)C)cc1OC (stereo unspecified)	14	1	-5	16	0.8	1.1	x	1.1	-9	1.1
Cc1nc2sc(C(c3cccc(F)c3)N3CCCC(C)C3)c(O)n2n1 (stereo unspecified)	3	1	-6	6	0.9	1	0	1	-5	1
CC(NC(=O)CSc1nnc(-c2cc3cc(Cl)ccc3o2)n1C)c1ccccc1 (stereo unspecified)	4	1	-10	3	1	0.9	-1	0.9	-3	1
CCCCn1c(SCC(=O)Nc2cc(C(F)(F)F)ccc2Cl)nnc1C(CC)N(C)C (stereo unspecified)	1	1	-2	10	0.9	1	4	1	2	1

Additional records:
SMILES	G6PDH CS	PMI act hi M6P	TNAP inh no acc	Diaph inh CS	Diaph act CS	FLuc act counter	HMGR II inh	PMI act	TNAP inh hiacc	TNAP act hiacc
CCC(Sc1nc2c(cnn2-c2ccc(Cl)cc2)c(=O)[nH]1)C(=O)OC (stereo unspecified)	-10	0.9	4	11	0.9	1	-5	0.8	0	1
CC(=O)N(c1ccc(N(C(C)=O)S(=O)(=O)c2cccs2)cc1)S(=O)(=O)c1cccs1	17	0.9	-7	13	0.9	1	-4	0.9	2	1
O=C1CCC(c2ccccc2)N1C(=O)c1cccnc1 (stereo unspecified)	5	1.1	1	-2	1	1	-6	1.1	1	1
Clc1ccc(-c2nc(Cc3ccccc3Cl)no2)cc1	6	0.8	-4	11	0.9	1	-1	0.9	-3	1
O=S(=O)(c1ccc2oc3ccc(S(=O)(=O)N4CCCCC4)cc3c2c1)N1CCCCC1	4	1	-5	12	0.9	1.1	-4	1	-6	1.1
CCCn1c2c(c(O)c(C(=O)NCc3ccccc3)c1=O)CCCC2	3	1.1	-8	10	0.9	1	3	1.1	-7	1.1
CCN(CC)C(=O)C1CCN(Cc2cn(C)nc2-c2ccc(Oc3ccccc3)cc2)CC1	18	0.9	-6	-6	1.1	1	0	1	-5	1.1
CCC(=O)Nc1ccc(Cl)c(NC(=O)c2ccccc2OC)c1	4	0.9	-3	1	1	1	-6	0.9	-5	1.1
COc1ccccc1NS(=O)(=O)c1cccc(C(=O)N/N=C/c2ccc(NC(C)=O)cc2)c1	-4	1.1	-15	9	0.9	1	-5	1	-5	1
COc1cccc(NC(=O)CCCn2c(=S)[nH]c3ccccc3c2=O)c1	8	1.1	26	15	0.9	1	-2	1	-1	1
C/C(=N\N=C(N)N)c1ccc(Cl)cc1Cl	1	1	2	7	0.9	1.1	5	1	-1	1
CC(NC(=O)c1cccc(N2CCCC2=O)c1)c1ccc2c(c1)OCCO2 (stereo unspecified)	0	1	-11	7	0.9	1	-3	1	-2	1
CCCn1nnc(NC(=O)c2cccc(OCC)c2)n1	-4	1	-10	0	1	0.9	-7	0.9	-1	1
Cc1sc2c(c1C)c(=O)n(-c1ccccc1)c(=O)n2CC(=O)NCC1CCCO1 (stereo unspecified)	-2	1.1	0	10	0.9	1	-3	1	-1	1
CSCCC(NC(=O)C1CCC(C)CC1)C(=O)NCc1ccco1 (stereo unspecified)	-1	1	-13	24	0.8	1	4	1	-2	1
CC(C)Oc1cc(S(=O)(=O)N2CCCCC2)ccc1N	1	1.1	4	-7	1.1	0.9	0	1.1	7	0.9
COc1cccc(CC(NC(C)=O)C(=O)NC2CCN(c3c4c(nc5ncnn35)CCC4)CC2)c1OC (stereo unspecified)	11	x	-8	x	x	1.1	-4	x	-3	1
C=C(C)Cn1c(SCC(=O)N/N=C/c2ccccc2)nc2ccccc2c1=O	-6	0.9	-10	10	0.9	1	-2	0.8	-5	1.1
CCN(C(=O)c1cc(Cl)ccc1OC)c1ccccc1C	4	1.1	-6	-3	1	1.1	-7	1	-4	1
CCn1c(SCC(=O)NC(C)(C)C)nc(O)cc1=O	16	0.9	-9	17	0.8	1	0	0.9	-6	1.1
COc1ccc(S(=O)(=O)N2CC(O)CC2C(=O)OCc2nc3sc(C)c(C)c3c(=O)[nH]2)cc1 (stereo unspecified)	-2	1	-6	12	0.9	1.1	-6	1	-4	1
CCOc1ccc2[nH]c(=O)c(CN(CCO)C(=O)CC)cc2c1	0	0.9	-4	7	0.9	1	5	0.9	4	1
CCC(C(=O)OC)n1cnc2c(cnn2-c2ccc(Cl)cc2)c1=O (stereo unspecified)	-2	1.1	-18	6	0.9	1.1	-6	1	-8	1.1
Cc1c(Cl)c([N+](=O)[O-])nn1CC(=O)Nc1ccc2c(c1)OCO2	11	1	-4	5	0.9	1	-3	1	5	1
COc1ccc(OC)c(NC(=O)Nc2cc(C(=O)O)ccc2C)c1	5	0.9	-10	-10	1.1	1.1	-3	1.2	-5	1
Cc1[nH]nc2c1C(c1ccccc1F)NC2=O (stereo unspecified)	4	1	-1	19	0.8	1.1	-8	1	-5	1
CS(=O)(=O)NCCSCc1c(F)cccc1Cl	-10	1	-10	2	1	1	-2	1	-2	1
O=[N+]([O-])c1ccc(N2CCCC2)cc1N1CCCC1	26	0.5	22	28	0.7	1	-7	0.7	26	0.7
O=C(CSc1nc2ccccc2c(=O)[nH]1)N1CCOCC1	1	0.9	-10	4	1	1.1	-1	1	-3	1
COc1cc(NC(=O)c2ccccc2Cl)c(OC)cc1NC(=O)CN1CCOCC1	14	0.9	-12	13	0.9	1.1	-3	1	-4	1
CN(C)C(=O)Oc1cccc([N+](C)(C)C)c1	16	1	-11	4	1	1	-2&3	1.1	-3	1
Cc1ccc2c(c1)c(C)c(C)n2CC(O)Cn1nc(C)c(Br)c1C (stereo unspecified)	4	0.8	-2	29	0.7	1	-7	0.7	0	1
COc1ccc(N=Cc2c(O)c3ccccc3oc2=O)cc1	-38	1	-2	15	0.9	0.1	-6	1	-2	1
COc1ccc(-c2c(C)nn3c(N4CCC(C(=O)NCCN(C)C)CC4)cc(C)nc23)cc1OC	-4	0.9	-12	-2	1	1.1	3	0.9	-6	1.1
